Screening data as filed in PubChem.
Tb PYK inh: T. brucei pyruvate kinase inhibition; Q57TT1; TbPYK enzyme, Kinase-Glo Plus ATP luminescence, 45 min; Potency, µM (highest dose often 76.8 µM), for the others: at the highest dose activity, negative = inhibition, most hits filed as inhibitors; 410,000 tested, 0.12% active; active = well fitted inhibition curve with a large enough effect; note: nearly all actives have a fitted effect of over 50% in size
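TbPYK + substrate in 50 mM TEA pH 7.2, 100 mM KCl, 10 mM MgCl2, 0.05% BSA, 0.01% Tween-20; cpd pinned; ADP 130 uM final; 45 min RT; Kinase-Glo Plus 10 min; luminescence endpoint.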
Starred values were filed as active, the others as inactive; & = joins results of further samples; [ ] = dose if it differs, or a comment. % is set by controls: 0 for no effect and ±100 for the full control effect; potency is the fitted concentration of half-maximal effect. These rows are one share of the data. The share of hits here may be higher or lower than overall.

Results for Cc1noc(C)c1C(=O)N1CCC2(CC1)CCN(c1ncccn1)CC2 ?
Tb PYK inh: -4.2%

What do the screens show for `CC(=O)N1CCN(C(=O)OC2CC3CC2[C@H]2CCCCN2C3=O)CC1` (stereo partly drawn)?
Tb PYK inh: 2.7%

Results for CC(=O)Nc1c(C)nn(-c2ccccc2)c1N1CCC(C(=O)Nc2ccccc2C(F)(F)F)CC1 ?
Tb PYK inh: 0.0%

Results for COc1cccc(-c2nc(SCc3cc(=O)c4cc(Cl)ccc4[nH]3)n[nH]2)c1 ?
Tb PYK inh: 3.6%

Results for CCC1=C(c2ccc(C)cc2)S(=O)(=O)N=C1N1CCC(C(=O)NCCc2ccc(Cl)cc2)CC1 ?
Tb PYK inh: -1.2%

Results for Cc1ccc2nc(-c3ccc(F)cc3)c(CC3CCCCC3)n2c1 ?
Tb PYK inh: 5.2%

What do the screens show for `CSc1ncnc2c1ncn2CCCNCc1ccccc1`?
Tb PYK inh: -1.9%

How did COC(=O)C(CCSC)NC(=O)c1cc2c(n(-c3ccc(Cl)cc3)c1=O)CCCC2=O (stereo not drawn) do in these assays?
Tb PYK inh: 4.7%

What do the screens show for `CNc1cncc(-c2ccc(F)c(F)c2)n1`?
Tb PYK inh: 2.7%

How did COc1cccc(-c2nc(S(=O)(=O)c3ccccc3)c(N3CCCCC3)o2)c1 do in these assays?
Tb PYK inh: -12.2%

Next section, overlapping the part above by 3 compounds.
How did COC(=O)C(CCSC)NC(=O)c1cc2c(n(-c3ccc(Cl)cc3)c1=O)CCCC2=O (stereo not drawn) do in these assays?
Tb PYK inh: 4.7%

What do the screens show for `CNc1cncc(-c2ccc(F)c(F)c2)n1`?
Tb PYK inh: 2.7%

How did COc1cccc(-c2nc(S(=O)(=O)c3ccccc3)c(N3CCCCC3)o2)c1 do in these assays?
Tb PYK inh: -12.2%

What do the screens show for `COc1ccc(Cc2c(-c3cccc(Cl)c3)nc3ccc(Br)cn23)c(C)c1`?
Tb PYK inh: -3.7%

What do the screens show for `COc1ccc(CC(N)c2csc(Nc3nncc4ccccc34)n2)cc1` (stereo not drawn)?
Tb PYK inh: -8.4%

How did Cc1ccc2cccc(NC(=O)c3ccc(-c4ccc(Cl)cc4Cl)o3)c2n1 do in these assays?
Tb PYK inh: 3.4%

How did COc1cc([C@@H]2c3cc4c(cc3[C@@H](O[C@@H]3O[C@H]5CO[C@H](C)O[C@H]5[C@H](O)[C@@H]3O)[C@H]3COC(=O)[C@H]23)OCO4)cc(OC)c1OP(=O)(O)O do in these assays?
Tb PYK inh: 5.6%

How did O=C(CC1Sc2ccccc2NC1=O)Nc1cccc(C(F)(F)F)c1 (stereo not drawn) do in these assays?
Tb PYK inh: 1.3%

Results for O=C1CSC(=S)N1N=Cc1cccc2ccccc12 ?
Tb PYK inh: -13.4%

What do the screens show for `O=c1c2sc3nc(N4CCOCC4)c4c(c3c2ncn1C(c1ccccc1)c1ccccc1)CCCC4`?
Tb PYK inh: 0.9%

Results for O=C(Oc1ccccc1F)c1nc(SCc2ccc(F)cc2)ncc1Cl ?
Tb PYK inh: -1.8%

Results for COc1ccc(-c2c(C)c3ccc(O)c(CN4CCN(C)CC4)c3oc2=O)cc1OC ?
Tb PYK inh: 0.9%

Results for COc1cccc2c1cc1c(=O)n(CC(=O)N3CCN(c4cccc(C)c4C)CC3)nc(C)n12 ?
Tb PYK inh: 1.6%&-7.6%

What do the screens show for `COc1cc(F)c(C(=O)NC(C)(C)CO)cc1OC`?
Tb PYK inh: 2.1%

How did CCOc1ccc(-c2cn3c(n2)sc2cc(C(=O)NC(C)C45CC6CC(CC(C6)C4)C5)ccc23)cc1 (stereo not drawn) do in these assays?
Tb PYK inh: -1.0%

How did O=c1cc(-c2ccccc2)oc2cccc(O)c12 do in these assays?
Tb PYK inh: -4.1%

Results for Cc1ccc(C(=O)c2oc3ccccc3c2NC(=O)Cc2coc3c(C)c(C)ccc23)cc1 ?
Tb PYK inh: 2.0%

How did CC(CNC(=O)Cn1c(-c2cccs2)cc2ccccc21)c1ccccc1 (stereo not drawn) do in these assays?
Tb PYK inh: 1.0%

How did COCCNC(=O)C1(C)CCN(Cc2noc(-c3c(C)noc3C)n2)C1 (stereo not drawn) do in these assays?
Tb PYK inh: 5.2%

What do the screens show for `COc1ccc(C=C2CCC3C(=O)CCCC3(C)C2=O)cc1` (stereo not drawn)?
Tb PYK inh: 0.2%

Results for COc1ccc(-c2nc(C)c(CCNC(=O)Cc3ccc(F)cc3)s2)cc1OC ?
Tb PYK inh: -3.2%

Results for CCCCN(C)C(=O)c1ccc2c(c1)N(Cc1cccc(F)c1)C(=O)c1ccccc1S2 ?
Tb PYK inh: 0.6%

What do the screens show for `CCOC(=O)c1ccccc1NC(=O)CSc1cn(CC(=O)N2CCCCCC2)c2ccccc12`?
Tb PYK inh: 3.1%

What do the screens show for `CCC(=O)Nc1cc(C(=O)NCc2ccc(C)cc2)ccc1S(=O)(=O)c1ccc(C)cc1`?
Tb PYK inh: -20.7%

How did CCN(CC(=O)Nc1c(F)cccc1F)C(=O)c1ccc2c(c1)C(=O)N(c1ccccc1C)C2=O do in these assays?
Tb PYK inh: -7.8%

How did CCOC(=O)c1cc2c(=O)n3ccccc3nc2n(Cc2ccco2)c1=NC(=O)c1ccc(C(C)(C)C)cc1 do in these assays?
Tb PYK inh: -4.5%

What do the screens show for `CCC[C@H]1CN(Cc2ccccc2)C(=O)[C@@H]1CC(=O)NC`?
Tb PYK inh: -7.4%

Results for CNC[C@H]1Oc2cc(Br)ccc2S(=O)(=O)N([C@@H](C)CO)C[C@@H]1C ?
Tb PYK inh: 1.1%

What do the screens show for `CC1Cc2cccc3ccc(=O)n(c23)C1` (stereo not drawn)?
Tb PYK inh: -7.6%

What do the screens show for `CN(C)S(=O)(=O)N(CC(=O)Nc1ccc(C(F)(F)F)cc1)c1ccccc1`?
Tb PYK inh: -9.7%

Results for O=c1c(-c2cccc(F)c2)nc2cncnc2n1C1CC1 ?
Tb PYK inh: -2.9%

Results for Cc1cc(N2CCN(C)CC2)nc2ccc(NC(=O)Nc3ccccc3Br)cc12 ?
Tb PYK inh: 4.7%

What do the screens show for `O=C(NCCc1cccs1)c1ccc(Cn2c(SCc3ccccc3)nc3cccnc32)cc1`?
Tb PYK inh: 1.4%

Looked up one by one from above:
What do the screens show for `COc1ccc(CC(N)c2csc(Nc3nncc4ccccc34)n2)cc1` (stereo not drawn)?
Tb PYK inh: -8.4%

What do the screens show for `CC(=O)N1CCN(C(=O)OC2CC3CC2[C@H]2CCCCN2C3=O)CC1` (stereo partly drawn)?
Tb PYK inh: 2.7%

Results for CC(=O)Nc1c(C)nn(-c2ccccc2)c1N1CCC(C(=O)Nc2ccccc2C(F)(F)F)CC1 ?
Tb PYK inh: 0.0%

Results for O=C(Oc1ccccc1F)c1nc(SCc2ccc(F)cc2)ncc1Cl ?
Tb PYK inh: -1.8%

How did CC(CNC(=O)Cn1c(-c2cccs2)cc2ccccc21)c1ccccc1 (stereo not drawn) do in these assays?
Tb PYK inh: 1.0%

How did CCOC(=O)c1cc2c(=O)n3ccccc3nc2n(Cc2ccco2)c1=NC(=O)c1ccc(C(C)(C)C)cc1 do in these assays?
Tb PYK inh: -4.5%

The list goes on:
What do the screens show for `CCc1ccccc1NS(=O)(=O)c1ccc2nc(-c3ccccc3)[nH]c2c1`?
Tb PYK inh: -7.0%

What do the screens show for `COc1ccccc1CNC(=O)c1cnc2c(-c3ccccc3)c(C)nn2c1C`?
Tb PYK inh: -1.5%

Results for O=S(=O)(NCCS(=O)(=O)N1CCN(c2ccccc2)CC1)c1ccc(Br)cc1 ?
Tb PYK inh: -5.4%

Results for COc1ccc(-n2ncc(C(=O)NCCN3CCOCC3)c2C2CCN(C(=O)OC(C)(C)C)CC2)cc1 ?
Tb PYK inh: -10.9%[15.4 µM]

How did COc1ccc(C)cc1NC(=O)c1c(C)oc2ncn(CC(C)C)c(=O)c12 do in these assays?
Tb PYK inh: 0.3%

How did O=C(C1CCN(S(=O)(=O)c2cccc3nonc23)CC1)N1CCN(c2ccccc2F)CC1 do in these assays?
Tb PYK inh: -0.1%

What do the screens show for `CCC(C)NC(=O)c1cc(-c2cccc(OC)c2)on1` (stereo not drawn)?
Tb PYK inh: 0.0%

How did CC(=O)Nc1nonc1-c1nnc(SCC(=O)Nc2ccc(C)cc2C)n1C do in these assays?
Tb PYK inh: -2.7%

How did COc1ccccc1C(=O)n1nc(-c2ccco2)nc1NCc1ccc(Cl)cc1 do in these assays?
Tb PYK inh: -6.4%

Results for COc1cccc(N2CCN(C(=O)CCS(=O)(=O)c3ccc4c(c3)CC(=O)N4C)CC2)c1 ?
Tb PYK inh: -4.5%

Results for CCN(CC)c1ccc(C2C(C(N)=O)=C(C)Nc3nc(SCc4ccccc4Cl)nn32)cc1 (stereo not drawn) ?
Tb PYK inh: -1.6%

Results for CC1(C(=O)NS(=O)(=O)c2ccc(C#N)cc2)CCN1C(=O)c1ccc(C2CCCCC2)cc1 (stereo not drawn) ?
Tb PYK inh: 3.2%

Results for CCc1ccccc1NC(=O)c1sc2nc(C)cc(COC)c2c1N ?
Tb PYK inh: -0.5%

What do the screens show for `CC1=C(C(=O)O)CC(S(=O)(=O)O)C1(C)C` (stereo not drawn)?
Tb PYK inh: -2.9%

How did CC1NC(=O)c2cccnc2-n2c1nc1ccccc1c2=O (stereo not drawn) do in these assays?
Tb PYK inh: 3.1%

What do the screens show for `O=C(O)C[C@H]1c2ccc(C(F)(F)F)cc2S(=O)(=O)N1Cc1ccccc1`?
Tb PYK inh: 0.9%

What do the screens show for `CCOC(=O)c1cccc(NC(=O)NCCc2c(C)nn(C)c2C)c1`?
Tb PYK inh: -0.5%

Results for Cc1cc(C)nc(Nc2nc(C(N)Cc3ccc(Cl)cc3)cs2)n1 (stereo not drawn) ?
Tb PYK inh: -0.9%

What do the screens show for `O=CNc1ccc2c(c1)Cc1cccc(NC=O)c1-2`?
Tb PYK inh: -3.2%

What do the screens show for `CC1(C)CC(=O)C=C(c2ccc(COC(=O)C(c3ccccc3)c3ccccc3)cc2)C1=O`?
Tb PYK inh: 1.4%

What do the screens show for `CC(=O)Nc1cc(-c2ccc(S(C)(=O)=O)cc2)cn2c(-c3ccc(F)cc3)cnc12`?
Tb PYK inh: -3.1%

Results for COc1ccc(NC(=O)c2cc(C3CCCCN3C(=O)c3cccs3)on2)c(C)c1 (stereo not drawn) ?
Tb PYK inh: 2.6%

How did CN1CCC(C(=O)C(=O)O)C1=O (stereo not drawn) do in these assays?
Tb PYK inh: 2.3%

Results for C1=NN(c2ccccc2)C=NN1c1ccccc1 ?
Tb PYK inh: 0.8%

Results for COc1ccc(CNC(=O)C2CCCCN2S(=O)(=O)c2ccc(F)cc2)cc1 (stereo not drawn) ?
Tb PYK inh: 0.9%

Results for Nc1ccn(CCCN2CCN(C(=O)C3CC3)CC2)c(=O)n1 ?
Tb PYK inh: -7.6%

How did CCCCNC(=O)CSc1nc2n[nH]c(C)c2c(=N)n1-c1cccc(C)c1 do in these assays?
Tb PYK inh: 0.0%

How did Cc1ccc(-c2nc3c(cnn3-c3ccccc3)c(=O)n2-c2cccc(Cl)c2)cc1 do in these assays?
Tb PYK inh: -2.1%

What do the screens show for `CCc1ccc(NC(=O)Cn2c(=O)n(CCC(=O)NCCc3ccc(OC)c(OC)c3)c(=O)c3ccccc32)cc1`?
Tb PYK inh: 1.0%

What do the screens show for `COc1ccc(CNC(=O)C2CCN(S(=O)(=O)Cc3ccccc3)CC2)cc1`?
Tb PYK inh: 0.3%

What do the screens show for `COC(=O)N1CCCCC1c1cc(C(=O)NCc2ccccc2)no1` (stereo not drawn)?
Tb PYK inh: -1.0%

How did CC(C)C[C@H]1CN([C@@H](Cc2ccccc2)CN2CCC[C@H]2CN2C(=O)C(=O)NC[C@@H]2Cc2ccccc2)C(=O)C(=O)N1CCc1ccccc1 do in these assays?
Tb PYK inh: -6.4%

Results for O=c1[nH]c(=O)n2c(c1-c1ccccc1)OC(CBr)C2 (stereo not drawn) ?
Tb PYK inh: 1.8%

Results for COCCNC(=O)c1ccc2c(c1)N(Cc1cccc(Cl)c1)C(=O)c1ccccc1S2(=O)=O ?
Tb PYK inh: -0.6%

What do the screens show for `COc1cc(C2NC(=O)c3c(sc4c3CCN(C)C4)N2)cc(Br)c1OC(=O)c1ccc(C)cc1` (stereo not drawn)?
Tb PYK inh: -4.4%

How did COc1ccc(C2=Nc3ccccc3NC(=O)C2N(CCc2cc(OC)cc(OC)c2)C(C)=O)cc1 (stereo not drawn) do in these assays?
Tb PYK inh: 0.3%

What do the screens show for `Cc1nc(Br)c(Br)n1Cc1ccccc1`?
Tb PYK inh: -6.8%

How did CCOC(=O)c1ccc(NC(=O)CSc2nc3c([nH]c4ccccc43)c(=O)n2C)cc1 do in these assays?
Tb PYK inh: 4.6%

What do the screens show for `Cc1cc(NC(=O)CSc2nnc3ccc(-c4ccccc4)nn23)no1`?
Tb PYK inh: 1.4%

What do the screens show for `COc1ccc(Cl)cc1NCc1nnc2n1CCCCC2`?
Tb PYK inh: 1.3%

Results for COc1cccc(CNc2nc3cc(-c4cccc(C(=O)NCCO)c4)sc3c(=O)n2C)c1 ?
Tb PYK inh: -6.9%

How did COc1ccc(NC(=O)CSCc2cc(=O)c3cc(C)ccc3[nH]2)cc1 do in these assays?
Tb PYK inh: -2.1%

Results for Cc1cccc(C(=O)N2[C@@H](C(C)C)COc3cc(Br)ccc3S2(=O)=O)c1 ?
Tb PYK inh: 1.3%

What do the screens show for `CCOc1ccc(NC(=O)CN(C)S(=O)(=O)c2ccc3c(c2)c(=O)n(C)c(=O)n3C)cc1`?
Tb PYK inh: -5.9%

Results for COc1ccc(-n2ncc3c(NC(C)(C)CO)ncnc32)cc1 ?
Tb PYK inh: 0.1%

How did CCc1ccc(-c2nc(CS(=O)CC(=O)NCCc3ccc(Cl)cc3)c(C)o2)cc1 (stereo not drawn) do in these assays?
Tb PYK inh: -3.4%
